From PubChem BioAssay
CHT PAM: human CHT allosteric activation. AID 488977. B-score at 10 µM. hit rate 0.49% among 310,000. CHT-expressing cells, membrane potential dye, choline EC20; active compounds read high; LV-AA mutant CHT in HEK293 cells. Q9GZV3;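 active = initial fluorescence not abnormally high and integrated response B-score, plate-corrected, over 3 SD above library mean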
Target sequence (Q9GZV3 whole entry, looked up): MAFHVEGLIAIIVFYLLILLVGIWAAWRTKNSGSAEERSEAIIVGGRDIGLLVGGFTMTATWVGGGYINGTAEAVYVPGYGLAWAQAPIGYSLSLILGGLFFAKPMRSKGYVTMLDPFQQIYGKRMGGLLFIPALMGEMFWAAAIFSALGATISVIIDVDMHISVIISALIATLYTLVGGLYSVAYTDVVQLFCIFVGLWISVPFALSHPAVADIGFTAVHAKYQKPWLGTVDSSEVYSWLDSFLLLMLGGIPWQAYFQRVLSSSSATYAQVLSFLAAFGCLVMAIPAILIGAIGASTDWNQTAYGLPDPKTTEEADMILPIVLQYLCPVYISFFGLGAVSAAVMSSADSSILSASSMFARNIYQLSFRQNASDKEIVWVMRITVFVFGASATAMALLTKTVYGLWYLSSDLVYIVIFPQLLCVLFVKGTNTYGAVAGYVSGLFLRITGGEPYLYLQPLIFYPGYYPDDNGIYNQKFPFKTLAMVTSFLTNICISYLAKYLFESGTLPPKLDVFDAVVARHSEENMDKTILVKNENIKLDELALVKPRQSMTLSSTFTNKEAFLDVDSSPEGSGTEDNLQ
OX1R antag: human HCRTR1 antagonism; CHO/OX1R cells, Fluo-8 calcium fluorescence, orexin A; O43613; hit rate 0.43% among 330,000; inhibition, % at 5 µM;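 active = inhibition above its plate's threshold, mean inhibition of all tested compounds on the plate plus 3 SD, cut at about 37% in these data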;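 note: 0% = orexin A challenge wells and 100% = SB-334867-A antagonist wells; not every result past the cut was called active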
Target sequence (O43613 whole entry, looked up): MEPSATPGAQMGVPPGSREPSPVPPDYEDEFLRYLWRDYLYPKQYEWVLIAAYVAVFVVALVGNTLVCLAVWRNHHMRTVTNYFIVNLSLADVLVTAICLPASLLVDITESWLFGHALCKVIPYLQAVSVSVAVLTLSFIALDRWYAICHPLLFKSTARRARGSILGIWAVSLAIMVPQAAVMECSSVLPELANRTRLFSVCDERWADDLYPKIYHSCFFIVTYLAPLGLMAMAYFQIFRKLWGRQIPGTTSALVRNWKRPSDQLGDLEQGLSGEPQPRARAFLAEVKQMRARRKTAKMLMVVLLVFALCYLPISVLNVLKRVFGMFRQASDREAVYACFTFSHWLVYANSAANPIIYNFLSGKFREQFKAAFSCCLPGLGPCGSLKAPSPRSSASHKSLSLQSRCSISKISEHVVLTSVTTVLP
Starred values were filed as active, the others as inactive; i = inactive; nt = no result given.

SMILES	CHT PAM	OX1R antag
COc1ccc(C(C)C)cc1S(=O)(=O)NC1CCCC1	i	-17
O=C(CN1C(=O)c2cccnc2Oc2ccc(Cl)cc21)N1CCCCCC1	i	-17
CC(C)CSc1oc(-c2ccco2)nc1S(=O)(=O)c1ccccc1	i	-23
NNC(=O)c1ccccc1-n1cccc1	i	-26
O=C(CCC(=O)c1ccc(Cl)cc1)OCC(=O)c1ccccc1	i	-22
CN(CC(=O)NCCC1=CCCCC1)S(=O)(=O)c1ccc2c(c1)CCC(=O)N2	i	-19
CC12CCC(C(=O)Nc3nc4ccccc4s3)(OC1=O)C2(C)C (stereo not given)	i	-18
O=C(CN1CCN(S(=O)(=O)c2ccc(Br)cc2)CC1)N/N=C/c1ccccc1C(=O)O	i	-21
O=C(O)c1cccc(NS(=O)(=O)c2ccc(NC(=O)c3ccco3)cc2)c1	i	-16
O=C1c2ccccc2C(O)(Cc2ccccc2)N1Cc1ccco1 (stereo not given)	i	1
Oc1ccc(/C=N/Nc2ncnc3c2ncn3Cc2ccccc2)cc1O	i	-4
Oc1ccc2ccccc2c1/C=N/n1cnnc1	i	9
CC1(C)C([N+](=O)[O-])C(c2ccc(O)cc2)NC(c2ccc(O)cc2)C1[N+](=O)[O-] (stereo not given)	i	8
CCC(NC(=O)c1cc(COc2c(F)cccc2F)on1)c1ccncc1 (stereo not given)	i	-2
Cc1onc(-c2ccccc2Cl)c1C(=O)N(C)C1CCCCC1	i	-12

Reprinted from the part before: three compounds, followed by the next part.
SMILES	CHT PAM	OX1R antag
CC1(C)C([N+](=O)[O-])C(c2ccc(O)cc2)NC(c2ccc(O)cc2)C1[N+](=O)[O-] (stereo not given)	i	8
CCC(NC(=O)c1cc(COc2c(F)cccc2F)on1)c1ccncc1 (stereo not given)	i	-2
Cc1onc(-c2ccccc2Cl)c1C(=O)N(C)C1CCCCC1	i	-12
Cc1cc(C(=O)Nc2ccc(C(=O)O)cc2)c(-c2ccccc2)o1	i	-4
COc1ccc(C2=NOC(Cn3nc(-c4ccccc4)cc3C(=O)NCc3cccc(C(F)(F)F)c3)C2)cc1 (stereo not given)	nt	20
CCc1cccc2[nH]c3cc([N+](=O)[O-])ccc3c12	i	-38
COc1ccc(C)cc1S(=O)(=O)NC1CCCCC1	i	-18
CCCSc1ccc([C@H]2N[C@@](CC(C)C)(C(=O)OC)[C@H]3C(=O)N(CC)C(=O)[C@@H]23)cc1	nt	-10
CC(C)CNC(=O)c1ccc(Cl)c(NC(=O)COc2ccccc2)c1	i	-36
CN1c2ccccc2C(=O)/C(=C\Nc2ccc(F)cc2)S1(=O)=O	i	-2
O=C(NC1CCSC1=O)c1ccc(Cl)cc1 (stereo not given)	i	-11
NC(=O)CC(NC(=O)c1ccccc1)c1ccc(N2CCC(Br)CC2)c([N+](=O)[O-])c1 (stereo not given)	i	4
CCCCNC(=O)Cc1ccc(Br)cc1	i	-14
Cn1c(=O)n(CC(=O)NC2CCCCC2)c(=O)c2ccccc21	i	-16
O=S(=O)(c1ccc(N2CC=C(c3ccccc3)CC2)nc1)N1CCCC1	i	-15
CCN(CC(=O)Nc1ccccc1C(=O)OC)S(=O)(=O)c1ccc(OC)cc1	i	-34
COc1ccccc1N1CCN(C(=O)C2CCN(S(=O)(=O)c3ccccc3)CC2)CC1	i	-16
CCCS(=O)(=O)N1CCCC(C(=O)NCc2cccnc2)C1 (stereo not given)	i	-15

An excerpt of these results, bar-delimited.
canonical_smiles | CHT PAM | OX1R antag
COc1ccccc1N1CCN(C(=O)C2CCN(S(=O)(=O)c3ccccc3)CC2)CC1 | i | -16
CCCSc1ccc([C@H]2N[C@@](CC(C)C)(C(=O)OC)[C@H]3C(=O)N(CC)C(=O)[C@@H]23)cc1 | nt | -10

Other records follow.
SMILES	CHT PAM	OX1R antag
O=[N+]([O-])c1ccc(N2CCCCCC2)c(S(=O)(=O)N2CCCCC2)c1	i	-37
Cc1nn(CC(=O)NCc2cccnc2)c(=O)c2ccccc12	i	-8
CCOc1ccc(C(=O)Nc2ccncc2)cc1	i	-10
O=C(N/N=C/c1cccc(OC(=O)c2ccc([N+](=O)[O-])cc2)c1)c1cccnc1	i	-7
COc1ccc(/C=C/C(=O)OCC(=O)NC2CCCCCC2)cc1OC	nt	-27
O=C(COC(=O)/C=C/c1ccc(S(=O)(=O)N2CCOCC2)cc1)NC1CCCCCCC1	i	-19
O=C(Cc1ccc(Cl)cc1)Nc1ccc(CN2CCCCC2)cc1	i	-19
Cc1cc(C(=O)N/N=C/c2c[nH]c3ccccc23)cs1	i	-9
CCCN1Cc2cccc(C(=O)N3CCN(c4ccc(OC)cc4)CC3)c2C1=O	i	-3
CCc1ccc(C(=O)NCc2ccc(Cl)cc2)cc1	i	-15
Cc1ccc(/C=C/C(=O)OCn2nnc3ccccc3c2=O)o1	i	-17
CS(=O)(=O)c1nsc2nc(=O)c(/C=C3\C=Nc4ccccc43)c(N)n12	i	-11
NC(=O)c1ccccc1OCC(=O)Nc1ccc2c(c1)CCC2	nt	-16
O=C(NCCS(=O)(=O)NCc1ccc2c(c1)OCO2)c1ccccc1	i	-16
Cc1ccccc1CCNC(=O)c1ccc(Cl)c(S(=O)(=O)N2CC(C)OC(C)C2)c1 (stereo not given)	nt	-12

Single records, as listed above. Values in the order: CHT PAM, OX1R antag
Cc1ccccc1CCNC(=O)c1ccc(Cl)c(S(=O)(=O)N2CC(C)OC(C)C2)c1 (stereo not given) reads nt, -12
CS(=O)(=O)c1nsc2nc(=O)c(/C=C3\C=Nc4ccccc43)c(N)n12 reads i, -11
O=C(NCCS(=O)(=O)NCc1ccc2c(c1)OCO2)c1ccccc1 reads i, -16
Cc1cc(C(=O)N/N=C/c2c[nH]c3ccccc23)cs1 reads i, -9
COc1ccc(/C=C/C(=O)OCC(=O)NC2CCCCCC2)cc1OC reads nt, -27

Next section:
SMILES	CHT PAM	OX1R antag
CCN(CC)CCCNC(=O)Cn1cnc2sc(C)c(S(=O)(=O)N3CCC(C)CC3)c2c1=O	i	-11
O=C(Cn1cc2c(n1)CCCCC2)N1CCc2ccccc2C1	i	-12
O=C(C1CCCN(Cc2ccccc2Br)C1)N1CCCCC1 (stereo not given)	i	-19
COc1ccc(CNC(=O)C2CC(=O)N(c3ccc(OCC(=O)N4CCCCC4)cc3)C2)cc1 (stereo not given)	i	-13
Cc1nc2c(-c3ccc(F)cc3)c(C)nn2c(C)c1CCC(=O)NC(C)CCc1ccco1 (stereo not given)	i	-36
O=c1cc(-c2ccccc2Cl)c2c([nH]1)CCC2	i	-15
COc1ccc(N(C(=O)COc2ccccc2)C2C=CS(=O)(=O)C2)cc1 (stereo not given)	i	0
COc1cc(OC)c(OC)cc1CN1CCCC(C(=O)N2CCCC2)C1 (stereo not given)	i	-9
Cc1ccccc1C(=O)NC1CCN(Cc2nnnn2Cc2ccccc2)CC1	i	-17
COc1cccc(C(=O)N2CCN(c3ccccn3)CC2)c1	i	-21
COc1ccc(CN(C)C(=O)C2CC(=O)N(c3ccc4c(c3)OCCO4)C2)c(OC)c1 (stereo not given)	nt	-21
COc1ccccc1-c1sc2ccccc2c1-c1ccccc1OC	nt	-60
COc1ccc(C(C(=O)NC2CCCC2)N(C(=O)c2ccco2)c2ccccc2C(C)=O)cc1OC (stereo not given)	i	-17
Cc1ccccc1OCCC(=O)OCC(=O)NC1CC1	i	-10
O=C1c2ccccc2NC(c2ccncc2)N1c1ccccn1 (stereo not given)	i	-1
CC(=O)N=c1sc2ccccc2n1C	i	-18
Cc1cccc(C(=O)N(Cc2ccc(C)o2)C2CCS(=O)(=O)C2)c1 (stereo not given)	i	-9
OCc1cccc(Nc2ncnc3sc4c(c23)CCCCC4)c1	i	-7
CC(C)C(NS(=O)(=O)c1ccc(Br)s1)C(=O)O (stereo not given)	i	-7
O=C(Nc1cccc(C(=O)O)c1)/C(=C\c1ccc2c(c1)OCO2)NC(=O)c1ccc(Br)o1	i	-1
CCn1cc(SCC(=O)NC2CCCC2)c2ccccc21	i	-63
O=C(/C=N\O)NCCCNCc1ccccc1	i	4
N#Cc1nc(COc2ccc(F)cc2)oc1NCCN1CCOCC1	i	-25
O=C(CN1C(=O)CSc2ccc(S(=O)(=O)N3CCOCC3)cc21)NCCCN1CCCCC1	i	-1
N/C(=N\OC(=O)c1ccc(OCC(F)(F)F)nc1)c1ccc(Cl)cc1	i	-11
CCOc1ccc(Cl)cc1S(=O)(=O)NCc1ccccn1	i	-5
Cc1cc(C)n(CCOc2ccc(Cl)cc2Cl)n1	i	-27
O=C(OCCc1cc2ccccc2c(=O)o1)N1CCOCC1	nt	-5
CN1CC2(C(=O)c3ccccc3)CN(C)CC(C(=O)c3ccccc3)(C1)C2	i	-14
Cc1ccc(-c2cc3cccc[n+]3cc2-c2ccc(C)cc2)cc1	8.2*	5

6 compounds out of the list, arranged by formula weight, rising:
SMILES	CHT PAM	OX1R antag
CC(=O)N=c1sc2ccccc2n1C	i	-18
O=C(OCCc1cc2ccccc2c(=O)o1)N1CCOCC1	nt	-5
CCOc1ccc(Cl)cc1S(=O)(=O)NCc1ccccn1	i	-5
N#Cc1nc(COc2ccc(F)cc2)oc1NCCN1CCOCC1	i	-25
O=C(CN1C(=O)CSc2ccc(S(=O)(=O)N3CCOCC3)cc21)NCCCN1CCCCC1	i	-1
O=C(Nc1cccc(C(=O)O)c1)/C(=C\c1ccc2c(c1)OCO2)NC(=O)c1ccc(Br)o1	i	-1

(further entries)
SMILES	CHT PAM	OX1R antag
COc1ccc(OC)c(S(=O)(=O)N/N=C(/C)c2c[nH]c3ccccc23)c1	i	nt
CC1(C)CC(=O)C2=C(C1)c1c(ccc3ccccc13)NC2c1cc([N+](=O)[O-])cc([N+](=O)[O-])c1O (stereo not given)	i	-23
COC(=O)c1ccc(/C=N/NC(=O)C(=O)NCC2CCCO2)cc1 (stereo not given)	i	-16
CNc1nc2ccccc2n1N	i	2
CCN(CC)c1ccc(NC(=O)Cn2cc3c(n2)CCC(C)C3)c(C)c1 (stereo not given)	i	2
CCOC(=O)C1=C(CCl)NC(=O)NC1c1ccc2c(c1)OCO2 (stereo not given)	i	-12
O=C(Cc1ccc(Br)cc1)N1CCN(C(=O)c2ccccc2)CC1	nt	-16
CC(C)NC(=O)c1cc2c(-c3ccc(Cl)cc3)nn(C)c2s1	i	-22
COc1cccc(N2CCN(C(=O)c3cc4c(OC)c(OC)c(OC)cc4[nH]3)CC2)c1	i	-25
COc1ccc(OC)c(/C=N/NC(=O)CC(=O)NCc2ccccc2)c1	i	-33
COc1ccccc1C(=O)Nc1cccnc1	i	4
CCc1ccc(NC(=O)COc2ccc(F)cc2C(=O)c2cnn(-c3ccccc3)c2)cc1	i	-46
COc1ccc(-c2noc(=O)n2Cc2ccc(C#N)cc2)cc1	i	nt
COC(=O)C1=CO[C@@H](O[C@@H]2OC(CO)[C@@H](O)[C@@H](O)[C@@H]2O)C2C1CC[C@]2(C)O (stereo not given in full)	i	7
O=C(COC(=O)c1ccccn1)Nc1cc(Cl)ccc1Cl	i	-3
Cn1cc(Br)c(C(=O)NC2CCCCCC2)n1	i	nt
COc1ccc(-c2ccnc(SCC(=O)c3ccc(Br)cc3)n2)cc1	i	-13
COc1cccc(-c2ncc3ccccc3c2COC(=O)c2cccs2)c1	nt	-14
O=C(c1ccoc1)N1CCCC(Nc2ccc(F)c(F)c2)C1 (stereo not given)	i	-9
Cc1ccc(S(=O)(=O)N2CCOCC2)cc1NC(=O)COC(=O)c1cc(=O)[nH]c2ccccc12	i	-26
O=S(N1CCCCC1)C12CC3CC(CC(C3)C1)C2 (stereo not given)	i	-11
O=C(COC(=O)c1cnc(Cl)c(Cl)c1)NC1CCCCCC1	nt	-16
CCc1ccc2[nH]c(=O)c(CN(Cc3ccco3)C(=S)NCC3CCCO3)cc2c1 (stereo not given)	i	-51
Cn1ncc([N+](=O)[O-])c1C(=O)Nc1ccc(-c2nc3ccccc3o2)cc1	i	-11
COCCN1C=C(C(=O)OC)C(c2cc(Br)c(OC)c(OC)c2)C(C(=O)OC)=C1	i	-13
CCOc1ccc(-n2c(C)nc(O)c2N=Nc2ccccc2)cc1	i	-20
O=C(CN1c2cccc3cccc(c23)S1(=O)=O)NCCc1ccccc1	nt	-23
N#C/C(=C(/O)CCl)c1nc2ccccc2[nH]1	i	-10
O=C(CN1C(=O)c2cccc3cccc(c23)C1=O)N1CCN(c2ccccn2)CC1	i	-16
CSCCC(NC(=O)c1cc(CC(C)C)oc1C)C(=O)O (stereo not given)	i	-8
CCN1CC(CN(C)Cc2nc(-c3ccc(C(F)(F)F)cc3)no2)CC1=O (stereo not given)	i	-22
O=C(CN1CCC(NC(=O)Nc2ccccc2)CC1)Nc1ccccc1F	i	-1
Cc1ccc(C(=O)Nc2cc(C)c(OCC(=O)N3CCOCC3)c(C)c2)cc1	i	-28
Cc1cccc(C)c1OCC(=O)NCC1COc2ccccc2O1 (stereo not given)	nt	-29
O=C(Nc1ccc(C(F)(F)F)cc1)c1cc(-c2cccnc2)nc2ccc(Br)cc12	i	-17
CC(=O)c1ccc(OCC(=O)OCc2cc(-c3ccco3)on2)cc1	nt	-11
COc1ccc(F)cc1S(=O)(=O)N1CCC2(CC1)OCCN2S(=O)(=O)c1cccs1	i	-25
CCC1(c2ccc(F)cc2)NC(=O)N(CC(=O)N2c3ccccc3NC(=O)C2(C)C)C1=O (stereo not given)	i	-24
O=C(CN1C(=O)CCC1=O)Nc1nc2c(F)cc(F)cc2s1	i	-14
Cc1cc2c(c(C)c1Br)C(c1ccc3c(c1)OCO3)CC(=O)O2 (stereo not given)	nt	9
CC12CC(O)C3c4ccc(O)cc4CCC3C1CC/C2=N\O (stereo not given)	i	1
CSc1nnc(N2C(=O)C(O)=C(C(=O)c3ccc(C)o3)C2c2ccc(C)cc2)s1 (stereo not given)	i	-4
COc1ccc(OCC(=O)Nc2ccncc2)cc1	i	-4
Cc1cc(OCC(=O)c2ccc(C(F)(F)F)cc2)n2cnnc2n1	i	-6
OC[C@@H]1[C@@H](c2ccc(Cl)cc2)C(c2ccccc2)=NN1c1ccccc1	nt	6
CCOC(=O)CC(NC(=O)c1cccs1)c1ccc(OCC)cc1 (stereo not given)	i	-21
